Source: PubChem BioAssay (Broad Institute)
RAD54 inh: RAD54 (human) branch migration inhibition | Q92698 | RAD54 Holliday junction branch migration, FAM/BHQ fluorescence | inhibition, % at 10.4 µM | 360,000 compounds, 0.14% hits | AID 602329;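 active = mean normalized replicate activity at least 40 and at least half of replicates scoring 40 or more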;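 also: 0% = median of neutral control wells and 100% = median of positive control wells; inhibitors cause a drop in the FAM fluorescence signal; in these data hits start at about 50%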
miR-122 sensor: blocks miR-122 activity in Huh7 sensor cells. Huh7 miR-122 Renilla luciferase sensor, 48 h; neutral wells = 0, positive control = 100. 340,000 compounds, 0.3% hits. activation (reporter increase), % at 12.5 µM. AID 602342;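 active = mean replicate activation score at least 90 and every replicate individually at or above 90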;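 also: higher luciferase means less miR-122 activity so hits act as miR-122 inhibitors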
PglD inh: inhibitors of Campylobacter jejuni PglD acetyltransferase | purified PglD enzyme, DTNB colorimetric CoA detection | inhibition, % at 12.5 µM | 360,000 compounds, 0.098% hits; in the data active = inhibition above about 16%, passing the limit was not always enough; also: strong numbers were not always called active
RAD52 inh: blocks human RAD52 DNA annealing; inhibition, % at 18.7 µM; 360,000 compounds, 0.46% hits; recombinant RAD52 DNA annealing, FRET fluorescence; P43351;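 active = every replicate showing at least 50% inhibition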
E-sel inducer: E-selectin induction on HUVECs; 260,000 compounds, 0.37% hits; activation, % at 7.58 µM; P16581; AID 686992; HUVEC E-selectin immunofluorescence imaging; normalized: neutral wells 0, TNF-alpha wells 100;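 active = mean E-selectin-positive cell signal at least 10% of the positive control, reached in at least 60% of replicates, without over 20% cell loss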;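 also: in these data hits start at about 27%; measured in HUVEC primary endothelial cells; signal is the percent of cells scored E-selectin positive by PE staining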
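Read-out basis: % PE-positive cells; Test system: HUVEC primary endothelial cells; Technique: immunofluorescence imaging; Dosing: single-point compound dose.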
Cneo AK release: causes C. neoformans cell lysis; 360,000 compounds, 0.2% hits; lysis activity, % at 15 µM; adenylate kinase release luminescence, 4 h; normalised: neutral wells 0, clomiphene wells 100; AID 651654;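 active = mean lysis activity across replicates of at least 80%, whatever share of replicates individually reach that level; inactive = mean lysis activity below 80%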
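read-out = cell lysis signal | test system = log-phase Cryptococcus neoformans yeast cells | input = cells at 5 × 10^6 per mL | medium = fresh YPD growth medium | signal = luminescent adenylate kinase detection reagent | timing = 4 h at 37 °C static, read 1 h later | dosing = single dose | controls = Clomiphene as positive lysis control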
ERAP1 HTS inh: blocks human ERAP1 aminopeptidase activity; Q9NZ08; recombinant ERAP1, Leu-AMC fluorescence, 60 min; inhibition, % at 10.7 µM; 340,000 compounds, 0.15% hits;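 active = mean replicate inhibition of at least 30%, or all replicates individually reaching that 30% level; inactive = mean below 30% and not every replicate reaching it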;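 also: 0% = neutral control wells and 100% = L-leucinethiol positive control wells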
Target sequence (Q9NZ08 whole entry, looked up): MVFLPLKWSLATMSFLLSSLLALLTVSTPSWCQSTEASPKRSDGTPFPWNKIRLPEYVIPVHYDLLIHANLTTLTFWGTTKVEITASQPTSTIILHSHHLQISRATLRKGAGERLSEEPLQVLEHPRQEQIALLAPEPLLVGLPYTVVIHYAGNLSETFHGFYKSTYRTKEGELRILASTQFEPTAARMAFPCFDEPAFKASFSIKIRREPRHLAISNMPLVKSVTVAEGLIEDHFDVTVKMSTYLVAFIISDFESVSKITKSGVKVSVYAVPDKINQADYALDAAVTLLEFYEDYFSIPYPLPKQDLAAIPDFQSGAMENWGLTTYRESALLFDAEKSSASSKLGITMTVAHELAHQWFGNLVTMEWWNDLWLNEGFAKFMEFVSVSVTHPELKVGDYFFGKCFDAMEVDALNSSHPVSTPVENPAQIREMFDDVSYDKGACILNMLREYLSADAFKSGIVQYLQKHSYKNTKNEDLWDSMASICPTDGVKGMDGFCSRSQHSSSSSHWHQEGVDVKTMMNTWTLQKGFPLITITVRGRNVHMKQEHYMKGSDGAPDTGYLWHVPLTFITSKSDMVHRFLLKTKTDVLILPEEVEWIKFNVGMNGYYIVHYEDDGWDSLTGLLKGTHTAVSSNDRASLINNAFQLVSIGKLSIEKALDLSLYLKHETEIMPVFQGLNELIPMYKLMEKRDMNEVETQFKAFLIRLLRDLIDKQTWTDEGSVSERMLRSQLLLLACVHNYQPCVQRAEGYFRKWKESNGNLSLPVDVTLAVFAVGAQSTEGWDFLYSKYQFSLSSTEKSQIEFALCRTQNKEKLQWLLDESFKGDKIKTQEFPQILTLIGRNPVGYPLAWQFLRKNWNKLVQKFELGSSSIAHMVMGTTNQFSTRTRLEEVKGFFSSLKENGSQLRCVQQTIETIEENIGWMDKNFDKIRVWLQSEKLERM
PGC1a acetyl inh: PGC1a acetylation modulation, inhibitor mode; U2OS PGC1a acetylation, AlphaScreen anti-acetyl-lysine; with virally co-expressed GCN5 acetyltransferase; inhibition, % at 15.6 µM; 350,000 compounds, 0.17% hits; AID 651687;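 active = every replicate shows inhibition of at least 40%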;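 also: 0% = neutral control wells and 100% = positive control wells; some results beyond the cut were filed as inactive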
Active calls of the source: *; i = inactive; . = not tested or not shown; [ ] = another dose, or the depositor's remark.

The line under a structure holds: RAD54 inh	miR-122 sensor	PglD inh	RAD52 inh	E-sel inducer	Cneo AK release	ERAP1 HTS inh	PGC1a acetyl inh
1	COc1ccc(C2NC(=O)NC(C)=C2C(=O)OCc2ccccc2)cc1 (configuration not stated)
    1.8	-7.0	-13.8	-3.4	.	0.5	1.0	-15.5
2	CCCN(CC(=O)Nc1ccc(F)c(F)c1F)C(=O)C1=COCCO1
    -12.2	-1.3	0.5	1.1	-0.3	-0.2	12.4	.
3	O=C(c1cc(-c2ccc(O)cc2)on1)N1CCN(c2ccccc2)CC1
    -1.3	-2.0	-3.2	-13.7	.	-1.6	-2.9	18.1
4	COc1ccc(NC(=O)Nc2ccc3c(c2)C(=O)N([C@H](C)CO)C[C@H](C)[C@H](CN(C)Cc2ccc(Cl)c(Cl)c2)OCCCC[C@@H](C)O3)cc1
    -1.2	8.5[16.7 µM]	3.1	-0.9	0.0	2.3	3.6	-4.0
5	N#Cc1c2c(c(NCc3cccnc3)n3c1nc1ccccc13)CCC2
    -1.2	-3.3	-1.7	.	-0.4	-18.3	.	-3.0
6	COc1ccc(-c2nc(C#N)c(N3CCN(c4ccccc4)CC3)o2)cc1
    -1.5	-2.5	-4.5	-7.3	1.9	-1.6	6.5	14.0
7	NNC(=O)CCS(=O)(=O)c1ccc2ccccc2c1
    -0.6	-1.1	5.3	.	.	0.0	.	1.4
8	Cc1cc(C)n(C(=O)CNc2cccc(Cl)c2C)n1
    7.5	-0.4	-14.1	.	.	-2.3	.	-6.5
9	Cc1cc(C)c(S(=O)(=O)N2CCN(C(=O)CCn3nc(C)c(C)c3C)CC2)c(C)c1
    -6.3	2.1	4.3	2.6	0.0	1.3	-0.7	3.5
10	Cc1nn(Cc2ccccc2)c2ncccc12
    -3.6	4.3	6.6	-18.8	2.6	-13.4	4.5	-12.2
11	O=C(NCC1CCCO1)C1CC(=O)N(c2ccc(Cl)cc2)C1 (configuration not stated)
    -8.6	-6.4	-93.6	-2.1	0.0	0.5	1.0	6.2
12	C[C@H]1CCCCO[C@H](CN(C)S(=O)(=O)c2ccc(F)cc2)[C@@H](C)CN([C@@H](C)CO)C(=O)c2cc(NC(=O)Nc3ccc(C(F)(F)F)cc3)ccc2O1
    -1.0	5.6[16.7 µM]	9.1	5.1	.	-8.1	-2.9	2.8
13	COCc1cccc(-c2csc(C(C)(NC(C)=O)c3ccccc3)n2)c1 (configuration not stated)
    -6.1	-3.3	-2.5	0.0	0.3	3.5	1.5	4.1
14	COc1ccc(-c2cccc(C(=O)N3CCOCC3)c2)cc1
    -3.2	1.5	-2.2	-16.2	0.3	0.1	2.5	.
15	Nc1nnc(CC(=O)N/N=C/c2ccccc2OCc2ccc(F)cc2)s1
    4.3	2.4	-6.3	-5.2	.	-2.6	.	61.0*
16	CO[C@H]1CN(C)C(=O)c2cc(NC(=O)c3ccc4c(c3)OCO4)ccc2OC[C@@H](C)NC[C@@H]1C
    -5.0	.	-2.2	4.1	9.3	-0.7	-3.8	-14.2
17	CCOc1cc(CNCc2ccncc2)cc(Br)c1OCc1ccccc1F
    0.6	-13.3	-1.3	.	.	2.2	.	4.5
18	COc1cccc(CNC(C)C(=O)Nc2ccc(S(=O)(=O)N3CCCC3)cc2)c1 (configuration not stated)
    -1.9	4.4	-6.0	-23.1	0.0	-0.4	0.1	7.3
19	CCCC(=O)N1CC2(C1)CN(C(=O)C1CCOCC1)[C@H](CO)c1[nH]c3cc(OC)ccc3c12
    .	.	.	0.6	-0.4	.	-0.9	0.1
20	O=C(Cc1c(C(=O)O)[nH]c2ccccc12)NCCN1CCN(c2ccccc2F)CC1
    -1.9	-3.0	8.1	.	.	-1.7	.	-1.2
21	COc1ccc(C(=O)NC(=S)Nc2cccc3cc(O)ccc23)cc1OC
    9.2	.	-3.8	0.8	-0.2	-1.2	-2.1	.
22	C=CCn1c(-c2cccc(OC)c2OC)n[nH]c1=S
    0.9	2.1	-2.5	1.5	0.0	1.7	-0.5	39.7
23	CC1(C)Cc2nc3oc4c(=O)n(CC(=O)Nc5cccc(Cl)c5)cnc4c3cc2CO1
    -0.5	-6.6	10.3	-25.2	7.8	3.8	5.1	8.2
24	COc1ccc(NC(=O)c2cc(-c3ccccc3Cl)no2)cc1
    -4.6	-3.6	7.6	.	.	0.4	.	6.1
25	COc1cc2ccccc2cc1C(=O)N(CCN(C)C)c1nc2c(OC)ccc(OC)c2s1
    60.1*	-4.0	0.0	94.3*	0.4	0.6	-5.9	-13.3
26	COc1ccc(OC)c2c1cc(C(=O)N[C@H](C(=O)N1CCC(C(=O)O)CC1)C(C)C)n2C
    2.9	5.2	8.3	-10.9	0.1	-0.5	-2.8	11.7
27	N#C[C@@H]1[C@@H](c2ccc(-c3cccnc3)cc2)[C@H](CO)N1C(=O)Nc1ccc(F)cc1
    -7.8	.	-2.0	-36.2	-0.2	-6.5	2.0	-5.9
28	O=S(=O)(Nc1ccccc1Cl)c1cc(NC(=S)NCCN2CCOCC2)ccc1Cl
    -5.7	.	1.8	-0.8	.	6.6	-12.1	.
29	CCC(=O)N(C)C[C@@H]1Oc2ncc(C#Cc3ccccc3)cc2C(=O)N([C@H](C)CO)C[C@H]1C
    -1.3	3.5[16.7 µM]	-1.8	-5.7	0.0	-0.6	-0.1	0.7
30	COc1ccccc1CNC(=O)CCn1c(=O)oc2ccccc21
    -15.0	.	4.1	-12.2	0.2	2.2	2.2	.

Reprinted at random: 2 compounds from above
The line under a structure holds: RAD54 inh	miR-122 sensor	PglD inh	RAD52 inh	E-sel inducer	Cneo AK release	ERAP1 HTS inh	PGC1a acetyl inh
12	C[C@H]1CCCCO[C@H](CN(C)S(=O)(=O)c2ccc(F)cc2)[C@@H](C)CN([C@@H](C)CO)C(=O)c2cc(NC(=O)Nc3ccc(C(F)(F)F)cc3)ccc2O1
    -1.0	5.6[16.7 µM]	9.1	5.1	.	-8.1	-2.9	2.8
23	CC1(C)Cc2nc3oc4c(=O)n(CC(=O)Nc5cccc(Cl)c5)cnc4c3cc2CO1
    -0.5	-6.6	10.3	-25.2	7.8	3.8	5.1	8.2

(cont.)
The line under a structure holds: RAD54 inh	miR-122 sensor	PglD inh	RAD52 inh	E-sel inducer	Cneo AK release	ERAP1 HTS inh	PGC1a acetyl inh
31	COc1ccc(OCc2nnc3n2N=C(c2ccc(OC)cc2)CS3)cc1
    -16.5	1.8	-5.0	-8.1	0.0	-0.9	-2.5	-0.6
32	OC[C@@H]1[C@H](c2ccccc2)C2(CN(Cc3nccs3)C2)N1Cc1cccnc1
    .	.	.	3.9	0.1	.	3.9	-6.3
33	CC(=O)c1cccc(-c2ccnc3c2CC(C(=O)Nc2cccc(OC(F)(F)F)c2)O3)c1 (configuration not stated)
    -1.7	1.7	-2.8	-11.0	0.0	-0.8	-1.9	-21.0
34	CCOC(=O)C1CCN(c2c(NC3CCCCCCC3)c(=O)c2=O)CC1
    -4.6	5.4	-3.5	-5.1	0.3	0.0	3.3	-6.4
35	COc1ccc(Cl)cc1NC(=O)NCC1CCN(Cc2ccccc2F)CC1
    10.9	-7.1	2.8	-20.2	-0.3	1.0	-3.6	5.5
36	c1csc(-c2nc3c4ccccc4c4ccccc4c3[nH]2)c1
    -0.2	-8.1	7.6	.	15.4	2.3	.	-1.0
37	CCCn1c(SCC(=O)NC2CCCC2)nnc1-c1ccccn1
    -4.5	2.3	1.2	-12.3	0.1	4.1	21.2	5.2
38	COCCCn1c(SCc2ccccc2)nc2cc(OC)c(OC)cc2c1=N
    7.0	9.9	-0.5	.	.	-0.9	.	.
39	CCOC(=O)Cn1nc(C)cc1NC(=O)c1ccncc1
    .	.	.	-17.2	1.0	.	-3.6	2.4
40	O=c1cc(C(F)(F)F)nc(-n2[nH]c3c(c2=O)CCCC3)[nH]1
    -7.7	-2.6	2.6	.	.	8.2	.	8.3
41	CCC(=O)N(C)C[C@H]1Oc2cc(-c3ccccc3C)ccc2S(=O)(=O)N([C@@H](C)CO)C[C@H]1C
    -2.1	2.1[16.7 µM]	-0.1	-3.4	0.0	2.5	-2.9	2.0
42	C[C@H]1CN([C@@H](C)CO)C(=O)Cc2cc(NC(=O)C3CC3)ccc2O[C@H]1CN(C)S(=O)(=O)c1ccc(F)cc1
    -5.0	-1.6[16.7 µM]	8.8	-1.1	0.1	-7.2	-1.0	6.0
43	Cc1c(C)c2ccc(OCC(=O)N(C)C)c(C)c2oc1=O
    -6.4	-3.4	9.2	.	.	-4.0	.	-14.3
44	N#CCCN(C(=O)CCl)c1cccc(Cl)c1
    1.3	-26.4	-1.0	-0.7	-0.2	-2.6	-5.5	7.1
45	Cc1nc(C(F)(F)F)ccc1C(=O)N1CCC1(C)C(=O)NS(C)(=O)=O (configuration not stated)
    -1.1	-5.4	3.6	-16.4	.	-1.6	0.5	-3.9

An excerpt of these results, in markdown:
| No. | mol | RAD54 inh | miR-122 sensor | PglD inh | RAD52 inh | E-sel inducer | Cneo AK release | ERAP1 HTS inh | PGC1a acetyl inh |
| --- | --- | --- | --- | --- | --- | --- | --- | --- | --- |
| 40 | O=c1cc(C(F)(F)F)nc(-n2[nH]c3c(c2=O)CCCC3)[nH]1 | -7.7 | -2.6 | 2.6 | . | . | 8.2 | . | 8.3 |
| 41 | CCC(=O)N(C)C[C@H]1Oc2cc(-c3ccccc3C)ccc2S(=O)(=O)N([C@@H](C)CO)C[C@H]1C | -2.1 | 2.1[16.7 µM] | -0.1 | -3.4 | 0.0 | 2.5 | -2.9 | 2.0 |
| 42 | C[C@H]1CN([C@@H](C)CO)C(=O)Cc2cc(NC(=O)C3CC3)ccc2O[C@H]1CN(C)S(=O)(=O)c1ccc(F)cc1 | -5.0 | -1.6[16.7 µM] | 8.8 | -1.1 | 0.1 | -7.2 | -1.0 | 6.0 |
| 43 | Cc1c(C)c2ccc(OCC(=O)N(C)C)c(C)c2oc1=O | -6.4 | -3.4 | 9.2 | . | . | -4.0 | . | -14.3 |

Carrying on:
The line under a structure holds: RAD54 inh	miR-122 sensor	PglD inh	RAD52 inh	E-sel inducer	Cneo AK release	ERAP1 HTS inh	PGC1a acetyl inh
46	CCCCN(C=O)c1c(CC)nc2ccc(C(=O)NCCCN3CCCC3=O)cn12
    -8.8	-5.3	-5.2	-7.1	-0.4	0.4	-1.7	-3.3
47	CCN(CC(=O)NCc1ccc(F)cc1)C(=O)/C=C/c1cc(OC)ccc1OC
    2.2	.	-4.5	-6.6	.	-1.2	15.4	.
48	CC(=O)CC(c1ccc([N+](=O)[O-])cc1)c1c(O)c2ccccc2oc1=O (configuration not stated)
    -9.9	6.5	-3.3	-4.0	0.0	0.0	2.5	-13.9
49	CC(=O)c1cccc(NC(=O)c2cc(=O)[nH]c3ccccc23)c1
    -5.5	.	-5.8	-11.4	0.1	0.1	0.6	1.5
50	COc1cccc2c1C(=O)c1c(O)c3c(c(O)c1C2=O)CC(O)(C(C)=O)CC3OC1CC(O)C(O)C(C)O1 (configuration not stated)
    .	-0.3	.	i	1.5	.	31.8*	-5.5
51	O=C(CSc1nnc(-c2ccccc2Br)o1)N1CCc2ccccc2C1
    -0.4	-0.9	2.8	.	.	4.0	.	-1.9
52	O=C(O)CCCn1cc(NC(=O)c2ccco2)cn1
    7.6	-3.3	-5.4	-10.5	.	-0.4	0.5	.
53	Cc1cccc(C)c1NC(=O)COC(=O)[C@@H]1CCCN1C(=O)c1cccs1
    -2.1	-3.4	-2.0	11.3	-0.1	0.5	0.4	-5.9
